TRPN1 ag: zebrafish TRPN1 channel agonists, primary screen, cell-based, HEK293, calcium fluorescence. transient receptor potential cation channel N1 (TRPN1/NompC), Danio rerio. HEK293 zebrafish TRPN1-YFP, Fluo-8 calcium fluorescence; 100% = response to 87 µM carbachol. activation, % at 3 µM. actives 0.18% (n = 220,000). AID 1424, 2008;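 active = activation above its plate's cutoff, the mean activation of test wells on that plate plus 3 SD, cut at about 19% in these data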;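 also: 0% = DMSO alone and 100% = 87 µM carbachol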
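Material – zebrafish TRPN1-YFP in HEK293 cells · Doses – 3 µM single point · Schedule – dye 1 h 37 °C plus 30 min RT · Signal – Fluo-8 calcium fluorescence, excitation 470-495 nm, emission 515-575 nm · Read-out – % activation versus carbachol response · Control set – carbachol high, DMSO low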
NPY1 pot ag: NPY-Y1 receptor potentiators or agonists, primary screen, cell-based; activation, % at 3.6 µM; actives 0.37% (n = 220,000); NPY-Y1 expressing cells, potentiator/agonist activation; Neuropeptide Y receptor type 1 (Homo sapiens), P25929; in the data active = activation above about 33%, passing the limit was not always enough;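 also: cells stimulated with NPY at EC10 then isoproterenol at EC100; 0% = low agonist plus stimulus and 100% = saturating agonist plus stimulus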
Target sequence (P25929 whole entry, looked up): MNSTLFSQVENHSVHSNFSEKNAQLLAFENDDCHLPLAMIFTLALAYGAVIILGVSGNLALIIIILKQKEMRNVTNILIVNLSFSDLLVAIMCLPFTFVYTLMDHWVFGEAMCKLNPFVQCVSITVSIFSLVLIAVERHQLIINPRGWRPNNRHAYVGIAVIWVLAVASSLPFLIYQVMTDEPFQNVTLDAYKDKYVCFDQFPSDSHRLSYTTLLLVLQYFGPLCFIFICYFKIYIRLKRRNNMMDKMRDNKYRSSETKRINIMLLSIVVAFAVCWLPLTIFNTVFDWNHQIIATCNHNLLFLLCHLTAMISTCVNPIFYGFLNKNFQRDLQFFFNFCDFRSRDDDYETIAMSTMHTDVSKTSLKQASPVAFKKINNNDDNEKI
CHOP inhibitor: inhibitors of CHOP promoter induction, primary screen, cell-based, unfolded protein response, luciferase reporter. actives 3.8% (n = 220,000). inhibition, % at 10 µM. CHO-K1 CHOP-promoter luciferase, tunicamycin-induced, 15-18 h. AID 2732, 2010;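 active = compounds that reduced the stress-induced luciferase reporter signal by more than about 70% of percent inhibition, limit read from the data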;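 also: 0% = tunicamycin plus vehicle and 100% = wells without tunicamycin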
14-3-3 Bad PPI: inhibitors of 14-3-3 zeta/Bad binding, primary screen, biochemical, TR-FRET, bovine 14-3-3 zeta. 14-3-3 protein zeta/delta (Bos taurus), P63103. TR-FRET 14-3-3zeta/Dy647-pBad peptide displacement, 1 h. inhibition, % at 21.7 µM. actives 0.71% (n = 220,000). AID 781, 2007;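 active = inhibition above about 70%, limit read from the data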;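 also: 0% = full 14-3-3 plus peptide FRET controls and 100% = background without 14-3-3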
Target sequence (P63103 whole entry, looked up): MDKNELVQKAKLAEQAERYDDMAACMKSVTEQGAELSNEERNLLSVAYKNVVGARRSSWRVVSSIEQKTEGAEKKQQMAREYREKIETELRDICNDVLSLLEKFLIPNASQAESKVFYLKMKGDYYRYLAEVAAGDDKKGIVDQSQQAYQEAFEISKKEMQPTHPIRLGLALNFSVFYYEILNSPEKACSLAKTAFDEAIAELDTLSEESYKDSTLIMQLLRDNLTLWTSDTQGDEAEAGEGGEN
EP2 modulator: EP2 receptor modulators, cAMP readout, primary screen, cell-based, HTRF cAMP, PGE2 stimulation; induction, % at 25 µM; Prostaglandin E2 receptor EP2 subtype (Homo sapiens), P43116; EP2-expressing cells, cAMP HTRF FRET, PGE2 co-stimulation; actives 0.83% (n = 260,000);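 active = compounds whose cAMP rise, as percent of the full-agonist control response, exceeds 60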;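 also: rat C6 glioma line stably carrying human EP2 under a CMV promoter; the protocol text gives 20 µM as final concentration; 100% = response of wells given 1 µM PGE2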
Target sequence (P43116 whole entry, looked up): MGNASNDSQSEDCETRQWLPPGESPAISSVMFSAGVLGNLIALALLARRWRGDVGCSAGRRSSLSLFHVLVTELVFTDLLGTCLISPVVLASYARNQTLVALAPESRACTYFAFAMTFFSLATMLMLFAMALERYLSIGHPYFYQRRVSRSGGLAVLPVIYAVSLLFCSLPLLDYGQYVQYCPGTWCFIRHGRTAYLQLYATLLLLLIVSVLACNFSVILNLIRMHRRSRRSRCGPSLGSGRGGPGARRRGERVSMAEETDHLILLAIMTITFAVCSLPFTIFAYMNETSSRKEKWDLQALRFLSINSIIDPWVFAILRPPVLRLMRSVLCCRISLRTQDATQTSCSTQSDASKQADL
NPY-Y1 antag: NPY-Y1 receptor antagonists, primary screen, cell-based | HEK293-CNG Y1 cells, membrane potential fluorescence; NPY at EC95, then isoproterenol | inhibition, % at 3.6 µM | Neuropeptide Y receptor type 1 (Homo sapiens), P25929 | actives 1% (n = 200,000);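 active = inhibition above the campaign mean inhibition of all tested compounds plus 3 SD, cut at about 20% in these data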;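 also: 0% = DMSO wells given NPY plus isoproterenol and 100% = isoproterenol alone without NPY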
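Assay system: HEK293 Y1/CNG channel cell line; Doses: single compound dose of 3.6 µM, 0.4% DMSO; Timing: dye 3 h, compound 60 min room temperature, stimulation 45 min; Technique: Membrane-potential fluorescent dye readout; Measure: % inhibition of NPY effect.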
PPC-1+TRAIL kill: compounds killing PPC-1 cancer cells with TRAIL present, primary screen, TRAIL potentiator project, ATPLite luminescence, uHTS. PPC-1 cells + TRAIL, ATPLite viability luminescence. cell killing (% activity), % at 4 µM. actives 0.41% (n = 220,000);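 active = cell killing above 50% in the first pass at 4 µM, then a duplicate retest at 5 µM averaging 50% or more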;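 also: plate controls were cells with TRAIL plus DMSO for no effect and medium-only wells lacking cells for full effect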
PGE2 EP2 inh: human EP2 receptor antagonists, primary screen, TR-FRET cAMP, C6 glioma cells; C6 glioma cells expressing human EP2; cells stimulated with saturating PGE2; inhibition, % at 25 µM; actives 0.52% (n = 260,000); AID 1422, 2008;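 active = percent inhibition above 40 after rounding to a whole number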;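 also: rat C6 glioma host cells with rolipram phosphodiesterase inhibitor present; the protocol text gives 20 µM as final concentration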
TRPML3 ag: human TRPML3 channel agonists, primary screen, cell-based, HEK293 TRPML3-YFP, Fluo-8 calcium fluorescence, 3 µM. 100% = the carbachol control signal. activation, % at 3 µM. actives 0.29% (n = 220,000). AID 1448, 2008;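 active = activation above its plate's cutoff, the mean activation of the plate's test wells plus 3 SD, cut at about 12% in these data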;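 also: 0% = DMSO only wells and 100% = carbachol wells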
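Test system – HEK293 line with stable expression of human TRPML3-YFP channel · Control set – carbachol 87 µM final as high control (100%), DMSO as low control (0%) · Signal – Fluo-8 calcium dye fluorescence, ex 470-495, em 515-575 nm · Incubation – 1-h 37 °C dye load, 5-s basal, 120-s post-compound reads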
An asterisk follows results filed as active; x = no result given; & = joins results of further samples; [ ] = remark or other dose.

SMILES	TRPN1 ag	NPY1 pot ag	CHOP inhibitor	14-3-3 Bad PPI	EP2 modulator	NPY-Y1 antag	PPC-1+TRAIL kill	PGE2 EP2 inh	TRPML3 ag
Cn1cnc([N+](=O)[O-])c1NC(C)(C)C	-0.2	-15	27	2	22	12	16	6	1.3
CCSc1nnc(-c2ccc(Cl)cc2Cl)o1	-0.1	-23	24	-1	20	5	8	4	0.8
CC(C)(C)CC(=O)O/N=C(\N)c1ccncc1	1.1	2	-4	0	17	-3	-18	14	1.1
CCN1C(=O)CCCc2ccccc21	1.2	4	-18	-3	6	4	-5	6	0.2
CCOC(=O)N1CCN(C(=O)c2cc3c(ccc4ccccc43)oc2=O)CC1	0.5	-1	8	-11	-2	5	-8	9	0.7
COC(=O)[C@@]1(Cc2ccc(F)cc2)[C@H]2c3cc(C(=O)N(C)C)n(Cc4nc5ccccc5[nH]4)c3C[C@H]2CN1C(=O)c1ccccc1	4.0	10	53	4[fluorescence artefact?]	13	-1	22	10	2.3
CC(=O)NC(Cc1cccc(F)c1)C(=O)NC1CCN(c2nnnn2-c2ccccc2)CC1 (configuration not stated)	0.4	10	29	-6	1	1	7	4	0.0
COc1ccc(N2CCN(Cc3nnc(-c4ccccc4)o3)CC2)cc1	1.1	-4	9	-10[fluorescence artefact?]	3	11	6	4	0.5
COC(=O)c1sc(-c2ccc(C(C)(C)C)cc2)cc1NC(=O)CCC(=O)O	-1.8	27	19	10	-72	x	14	11	-0.1
COC(=O)[C@@H]1CC[C@H](C)[C@@H](c2ccc(C)cc2)N1C(=O)c1ccc(/C=N/OC[C@@H](O)COCc2ccco2)cc1	-0.7	-9	11	1[fluorescence artefact?]	16	8	20	x	0.4
O=c1c(Cl)c(Cl)cnn1Cc1ccccc1Cl	0.7	27	111*	6	2	-9	20	21	0.1
COc1ccc2cc(-c3[nH]ncc3CN3CCCC3c3nonc3C)ccc2c1 (configuration not stated)	0.9	8	29	-7	-26	3	0	9	0.3
CN(C(=O)COC(=O)c1n[nH]c2ccccc12)C1CCS(=O)(=O)C1 (configuration not stated)	1.7	5	-41	3	5	1	10	6	0.4
CC(C)CC1C(C#N)=C(N)SC(N)=C1C#N	1.0	22	-2	-1	12	1	-5	9	0.6
O=C(c1ccc(C(F)(F)F)cc1)c1c[nH]c(C(=O)NCCCn2ccnc2)c1	1.5	9	-5	-10	5	-1	12	8	-0.2
O=C(N/N=C/C=C/c1ccccc1)c1ccccn1	0.5	-11	-29	-4	-30	x	17	9	0.1
Cc1nn(C)c(C)c1C(=O)NN	-0.5	14	-18	29[fluorescence artefact?]	2	-2	-19	7	0.4
Fc1ccc(C(c2nnnn2C2CCCC2)N2CCN(Cc3ccncc3)CC2)cc1 (configuration not stated)	-0.1	22	14	38	-20	13	3	8	-0.3
CC(=O)N1CCc2c(sc(NC(=O)c3ccc([N+](=O)[O-])o3)c2C#N)C1	-0.7	-1	-14	5	-21	-3	40	4	0.5
O=C(NC(=S)Nc1ccc(CN2CCOCC2)cc1)c1ccc([N+](=O)[O-])cc1Cl	1.4	6	4	-4	-40	-2	10	13	1.4
CC/C(=N\NC(=S)NC(C)C)c1ccc(OC)c(OC)c1	-0.6	5	24	-11	17	1	22	7	-0.4
CSc1n[nH]c2nc3c(c(=O)n12)C1(CCCC1)Cc1ccccc1-3	1.4	-9	-9	1	-3	0	15	5	0.5
Cc1c(C(=O)N/N=C/c2ccccc2)[nH]c2c([N+](=O)[O-])cccc12	1.7	-13	20	20	6	x	4	9	0.3
Cc1ccc(C2(CC(=O)N3CCCC3)CCOC(C(C)C)C2)cc1 (configuration not stated)	-0.3	2	49	4[fluorescence artefact?]	4	0	-1	4	0.7
C#CC[N+]1(CC#Cc2ccccc2)CCCCC1	0.5	1	43	-10	30	3	14	8	0.5
COc1ccccc1N(CC(=O)Nc1ccc(C(F)(F)F)cc1)S(C)(=O)=O	-0.3	-1	12	-5	-5	-4	28	12	0.4
CCOc1ccc(-c2nnc3ccc(SCC(=O)NCc4ccco4)nn23)cc1	1.0	4	35	-5	1	1	-2	9	-0.4
O=C(O)c1ccc(OCCOc2ccccc2)cc1	2.0	10	7	-5	12	x	13	5	-0.1
O=C(CC1NCCNC1=O)Nc1ccc(Cl)c(Cl)c1 (configuration not stated)	1.0	-21	17	-5	26	1	4	3	0.3
CCN(CC)S(=O)(=O)c1cc(C(=O)OCC(=O)Nc2cccc(Br)c2)ccc1F	-1.1	-1	27	-11	2	0	26	8	0.3
O=C(NCCCCCCNC(=O)C1CCCC1)C1CCCC1	2.2	-9	-3	-5	12	-2	10	3	0.5
CCC(C)(NC(=O)c1ccc2c(c1)OCO2)C(=O)NC1CCCCC1 (configuration not stated)	1.0	0	8	2	23	6	3	7	0.5
S=c1[nH]nc(CSCc2ccc(Cl)cc2Cl)n1-c1ccccc1	-0.2	11	13	-1	39	1	6	9	0.5
O=C(c1cc2cc(Br)ccc2s1)N1CCOCC1	0.1	-4	13	-5	-1	0	-4	11	0.8
Cc1ccc(NC(=O)COC(=O)c2cc(Cl)ccc2[N+](=O)[O-])c(C)c1	0.4	-7	12	1	-16	4	16	8	-0.2
CCn1nc(C)c(NC(=O)Nc2cccc(Cl)c2Cl)c1C	-1.4	1	9	-1	-20	2	-10	2	0.7
Cc1cccc(C(C)C)c1NC(=O)COC(=O)c1cccc(S(=O)(=O)N2CCc3ccccc3C2)c1	-0.5	-10	85*	-11	7	1	11	15	0.4
CC(C)NC(=O)CSc1nnc(-c2ccc3ncccc3c2)n1C	-0.5	3	4	-1	32	x	-4	6	0.7
O=C(N/N=C\c1ccc(Cl)s1)C1COc2ccccc2O1 (configuration not stated)	-0.3	9	15	1	-47	x	17	4	0.3
CC(=O)c1ccccc1NC(=O)Cn1c(=O)cnc2ccccc21	-1.5	1	12	9	-3	1	-6	7	0.2
O=C(c1ccc(CNS(=O)(=O)c2ccc(Br)cc2)cc1)N1CCCC1	-1.6	-19	-4	-1	21	0	-6	5	-0.2
COc1ccc(-c2nc(-n3c(C)c(C(C)=O)c(C(C)=O)c3C)sc2C)cc1OC	-0.1	-10	6	-8[fluorescence artefact?]	10	8	1	4	0.5
O=C(CSC1=NCCS1)Nc1ccccc1F	1.0	0	36	5[fluorescence artefact?]	28&-16	-2	16	10&6	0.0
CCOC(=O)N1CCN(C/C(C)=C/c2ccccc2)CC1	0.1	4	14	66	8	-4	0	4	-0.3
O=C(COC(=O)C1CCCN1C(=O)c1cccs1)Nc1ccc2c(c1)OCO2 (configuration not stated)	1.5	-3	-23	1	0	-2	-3	9	0.7
CCC(C)(C)NC(=O)C(c1ccc(F)cc1)N(Cc1ccco1)C(=O)c1cnccn1 (configuration not stated)	-0.9	3	-22	-2[fluorescence artefact?]	0	4	15	3	-0.9
Cc1ccc(C)c(OCC(=O)NCC(C)C)c1C	-2.9	1	50	-10[fluorescence artefact?]	4	5	26	7	0.2
COc1cc(CNCc2cccnc2)ccc1OCC(=O)NC1CCCCC1	-0.1	-13	-1	-7	28	2	13	5	1.4
CC1CCC2C(=O)N(c3ccc(C(=O)NCc4ccccc4)cc3)C(=O)C2C1 (configuration not stated)	-0.2	-5	39	-13[fluorescence artefact?]	-14	-6	27	6	1.3
O=C(O)CCCC(=O)Nc1ccc(N=Nc2ccccc2)cc1	0.0	19	0	-6	37	-3	4	8	0.6
CCCSc1nc2c(cnn2-c2ccccc2)c(=O)n1N	2.7	1	15	-1	-38	x	3	5	1.4
Cc1noc(C)c1C(=O)OCC(=O)C12CC3CC(CC(C3)C1)C2	-1.3	-3	1	-12	13	0	17	4	0.1
c1ccc(CCN2CN=C(Nc3nc4ccccc4s3)NC2)cc1	0.5	7	25	3	-21	x	6	8	0.4
Cc1ccc(Oc2nc3ccccc3n3c(C)nnc23)cc1	0.7	8	11	-2	-13	-2	-9	7	0.7
O=C1N/C(=C/c2ccc(Br)cc2)C(O)=C1C=NCc1ccccc1	-0.9	-7	-16	15	10	-4	8	8	1.1
O=C(c1cc2nc(-c3cccs3)cc(C(F)(F)Cl)n2n1)N1CCCc2ccccc21	0.5	-2	3	-15	6	0	11	5	1.2
CC(=O)c1ccc(N2CCN(C(=O)c3n[nH]c4ccccc34)CC2)cc1	4.9	15	18	1	-59	-1	26	8	1.9
CC(=O)c1ccc(C(=O)N2CCCC(C(=O)c3cc(F)ccc3F)C2)s1 (configuration not stated)	-0.5	-2	-17	-3	-16	3	25	7	0.1
COc1cc(C(=O)NCc2nnc(SCC(=O)N3CCC(C)CC3)o2)cc(OC)c1OC	-2.1	-6	5	-7	35	0	11	10	-0.1
COc1ccc(NC(=S)N2CCCC2)c(OC)c1	0.4	1	5	-10	34	-1	12	10	0.9

Further entries follow:
SMILES	TRPN1 ag	NPY1 pot ag	CHOP inhibitor	14-3-3 Bad PPI	EP2 modulator	NPY-Y1 antag	PPC-1+TRAIL kill	PGE2 EP2 inh	TRPML3 ag
CN(Cc1ccc(-n2cccn2)cc1)Cc1nc(-c2cnccn2)no1	0.5	16	48	-4	12	5	-9	4	0.3
COc1ccc(OC)c(S(=O)(=O)NCCOC23CC4CC(CC(C4)C2)C3)c1	-1.1	5	24	-2	2	1	21	15	1.0
COc1cc(OC)cc(C(=O)NC(=S)NNC(=O)c2cnccn2)c1	0.8	20	66	-4[fluorescence artefact?]	1	-3	9	9	0.1
CN1CCN(S(=O)(=O)c2ccc(C(=O)Nc3ccccc3)cc2)CC1	0.8	2	-6	-4	-10	2	17	7	-0.1
CCOCCCNC(=O)c1ccc(OC)cc1	0.8	-15	-13	-10	12	-2	-3	9	-0.1
O=C(O)c1ccc(CSc2nnc(-c3ccncc3)n2CC2CCCO2)cc1 (configuration not stated)	0.3	-5	-14	-7	15	-7	-4	7	0.0
Cc1c(NC(=O)C2CC(c3ccc(F)cc3)=NO2)c(=O)n(-c2ccccc2)n1C (configuration not stated)	-0.3	-11	22	-3	7	-2	22	10	0.3

Source: PubChem BioAssay

These rows are one share of the data, so the mix of outcomes need not match the whole.
